NOD1 inhibition: inhibition of NOD1-driven NF-kB reporter – cell-based, luminescence, uHTS, primary screen (AID 1578). NOD1-driven NF-kB luciferase reporter cells, luminescence; higher % means a stronger effect. inhibition, % at 4 µM, or EC50 in µM where a hit was titrated. actives 1% (n = 290,000); in the data active = inhibition mostly above about 36%, no sharp cut-off; inactive = mostly below about 34%;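 also: HEK-293T reporter cells stimulated with the NOD1 agonist gamma-tri-DAP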
KOR beta-arrestin-1: KOR agonists, beta-arrestin recruitment, primary screen, cell-based, luminescence, uHTS (AID 1777) | activation, % at 10 µM, or EC50 in µM where a hit was titrated | KOR beta-arrestin recruitment, luminescence; higher % means a stronger effect | actives 0.02% (n = 280,000); in the data active = activation above about 50%, passing the limit was not always enough; also: a part of the inactive calls stands beside numbers as strong as those of hits
NS5 inhibitors: flavivirus cap methylation enzyme inhibition – biochemical, confirmation dose response, primary screen (AID 588689). Dengue-2 NS5 methyltransferase capping enzyme assay, biochemical; higher % means a stronger effect. inhibition, % at 25 µM, or IC50 in µM where a hit was titrated. actives 0.3% (n = 340,000); in the data active = a potency from the dose series; inconclusive = inhibition above about 29% without an active follow-up result
GPR35 antagonists: GPR35 antagonists blocking zaprinast-driven arrestin recruitment, primary screen, imaging, U2OS, beta-arrestin-GFP, zaprinast agonist (AID 2058); U2OS GPR35 beta-arrestin-GFP translocation imaging, zaprinast antagonism; higher % means a stronger effect; actives 0.052% (n = 290,000); inhibition, % at 10 µM; hits with a dose series show IC50 in µM;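 active = inhibition of at least 50% with at least 30 cells and total cytoplasm GFP at most 10,000,000; inconclusive = under 30 cells or total GFP of 10,000,000 plus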
GPR55 LPI antagonism: GPR55 antagonists blocking LPI-driven arrestin recruitment, primary screen, imaging, U2OS, beta-arrestin-GFP, LPI agonist (AID 2013); U2OS GPR55 beta-arrestin-GFP translocation imaging, LPI antagonism; higher % means a stronger effect; one-dose inhibition, % at 10 µM; IC50 in µM for titrated hits; actives 0.13% (n = 290,000);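 active = spots per cell inhibited over 60%, with over 100 cells counted and total cytoplasm intensity under 500,000; inconclusive = wells with under 100 cells, flagged as likely toxic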;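 also: U2OS cells stably carrying GPR55 and arrestin-GFP stimulated by 5 µM LPI near EC80; imaged beta-arrestin-GFP aggregate spots per cell after agonist stimulation; plate controls were LPI-stimulated DMSO wells for no effect and DMSO wells without LPI for full effect; some results filed as inactive read as strong as hits; confirmed hits need IC50 under 10 µM and bright autofluorescent wells are also inconclusive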
West Nile antiviral: inhibition of WNV-induced cytopathic effect – cell-based, CPE readout (AID 1621). West Nile virus-infected cells, CPE inhibition; higher % means a stronger effect. CPE inhibition, % at 10 µM; hits with a dose series show IC50 in µM. actives 0.02% (n = 290,000); in the data active = a potency from the dose series; inconclusive = CPE inhibition mostly from about 3.7% at the one dose, without a potency; inactive = the rest, 99 in 100 with CPE inhibition below about 2.2%; also: strong numbers were not always called active
HIV fusion peptide: inhibitors of HIV fusion peptide binding, primary screen, biochemical, uHTS, fluorescence dequenching (AID 1986) | cell-free peptide binding, fluorescence dequenching, 30 min; higher % means a stronger effect | one-dose inhibition, % at 20 µM; IC50 in µM for titrated hits | actives 0.3% (n = 290,000); in the data active = inhibition mostly above about 52%, no sharp cut-off; inactive = mostly below about 76%; also: some results filed as inactive read as strong as hits
GPR55 beta-arrestin: GPR55 agonists via beta-arrestin recruitment, primary screen, imaging, U2OS cells, beta-arrestin-GFP redistribution (AID 1961); U2OS GPR55 beta-arrestin-GFP redistribution imaging; higher % means a stronger effect; activation, % at 10 µM; hits with a dose series show EC50 in µM; actives 0.048% (n = 290,000);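 active = activation above 40% with more than 50 cells counted in the well; inconclusive = wells holding fewer than 50 cells, flagged as toxic or sparse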;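 also: U2OS osteosarcoma cells stably expressing GPR55 and beta-arrestin-GFP; plate controls were DMSO negative control for no effect and LPI positive control for full effect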
KOR beta-arrestin-2: kappa opioid receptor blockers – cell-based, luminescence, uHTS (AID 1778); inhibition, % at 10 µM, or IC50 in µM where a hit was titrated; actives 0.091% (n = 290,000); KOR beta-arrestin recruitment, luminescence, antagonist mode; higher % means a stronger effect; in the data active = inhibition above about 50%; also: strong numbers were not always called active
Starred values were filed as active, the others as inactive; ? = inconclusive; nt = no result given; [ ] = remark or other dose.

The first two records, to show the layout:
Value order – NOD1 inhibition | KOR beta-arrestin-1 | NS5 inhibitors | GPR35 antagonists | GPR55 LPI antagonism | West Nile antiviral | HIV fusion peptide | GPR55 beta-arrestin | KOR beta-arrestin-2
CN(C)c1cccc(C(=O)OCC(=O)N(Cc2ccccc2)C2CCS(=O)(=O)C2)c1 (centres undefined)
→ -17% | -1.6% | -3% | 1% | 3% | -0.8% | -1.9% | 0.6% | 4%
CCCOc1ccc(CN2CCOCC2)cc1OC
→ -10% | 8.2% | -4% | 13% | 7% | 0.1% | -0.4% | -0.1% | 17%

Main list (from the top)
Value order – NOD1 inhibition | KOR beta-arrestin-1 | NS5 inhibitors | GPR35 antagonists | GPR55 LPI antagonism | West Nile antiviral | HIV fusion peptide | GPR55 beta-arrestin | KOR beta-arrestin-2
CN(C)c1cccc(C(=O)OCC(=O)N(Cc2ccccc2)C2CCS(=O)(=O)C2)c1 (centres undefined)
→ -17% | -1.6% | -3% | 1% | 3% | -0.8% | -1.9% | 0.6% | 4%
CCCOc1ccc(CN2CCOCC2)cc1OC
→ -10% | 8.2% | -4% | 13% | 7% | 0.1% | -0.4% | -0.1% | 17%
COc1ccc(C2C(C(=O)c3ccco3)=C(O)C(=O)N2c2nnc(C)s2)cc1OC (centres undefined)
→ -15% | -4.0% | 4% | -6% | 2% | 0.1% | 46% | -0.2% | -1%
O=C(CSc1nnc(CNC(=O)c2ccccc2F)o1)c1ccccc1
→ -11% | -4.2% | 6% | 3% | 6% | -0.5% | 0.0% | -0.1% | 12%
NC(=O)c1ccc(Oc2cccc3cccnc23)c([N+](=O)[O-])c1
→ -17% | -5.3% | -3% | 22% | 7% | -0.5% | 3.4% | 0.3% | 17%[20 µM]
O=C(CSc1nc(-c2ccccc2)nc2ccccc12)Nc1nccs1
→ -11% | 4.9% | 1% | -4% | 7% | ? | -2.8% | 0.0% | -62%
O=C(NCCN1CCCC(O)C1)c1cc(COc2ccc(F)cc2Cl)on1 (centres undefined)
→ 35% | -3.5% | -10% | 14% | -1% | -0.5% | 1.1% | 0.6% | -50%
CCOc1ccc(N2C(=O)Nc3ccccc3C2(O)C(=O)NCc2ccc(OC)cc2)cc1 (centres undefined)
→ -31% | -0.9% | -3% | 7% | 7% | -0.1% | 0.8% | 0.3% | 3%
CC(=O)C1=C(C)N(Cc2ccccc2)C(=O)N[C@H]1c1cccc(C(F)(F)F)c1
→ -9% | 5.5% | -7% | 5% | -2% | -0.7% | 1.0% | 0.4% | -44%
O=C1/C(=C/c2ccc([N+](=O)[O-])cc2)C=C(c2ccccc2)N1c1ccc(O)cc1
→ 29% | 4.4% | 6% | -5% | -2% | 1.2% | -1.0% | 0.3% | -16%
Cc1nc(NC(=O)/C=C/c2ccccc2)sc1C(=O)Nc1ccccc1Cl
→ -6% | 7.6% | 6% | 3% | 12% | -0.5% | -6.0% | -0.1% | -5%
CN1CCN(/N=C/c2ccc(-c3ccc([N+](=O)[O-])cc3)o2)CC1
→ -57% | 2.2% | -28% | -7% | -6% | -1.0% | -0.8% | 0.2% | -25%
Cc1nc2ccccn2c1C(=O)Nc1ccc2c(c1)OCCO2
→ -20% | -5.3% | 5% | -1% | 2% | 0.0% | 1.7% | 0.9% | -6%
CC(C)C(NC(=O)c1ccccc1)C(=O)NC1=NCCS1 (centres undefined)
→ -21% | -1.0% | -3% | 4% | -5% | 0.0% | -1.6% | -0.3% | 24%
COc1ccc([C@@H]2[C@@H]3C(=O)N(C(C)(C)C)C(=O)[C@@H]3[C@]3(CC(C)C)C(=O)N(c4ccc(C(F)(F)F)cc4)C(=O)N23)cc1
→ -47% | 1.8% | -3% | -9% | 13% | -1.5% | -0.4% | -0.1% | -35%[20 µM]
CSc1nc(N2CCOCC2)c2ccccc2n1
→ -10% | -2.7% | -6% | 19% | -5% | 0.2% | -1.9% | -0.1% | 18%
O=C(Nc1ccc2[nH]c(=O)[nH]c2c1)c1c(F)c(F)c(F)c(F)c1F
→ -1% | 4.0% | -5% | -5% | -9% | 1.1% | 0.4% | 0.1% | -28%
Cc1c([N+](=O)[O-])c([N+](=O)[O-])nn1CC(=O)N1CCCCC1
→ -18% | 4.2% | -1% | 16% | -3% | -0.7% | -1.9% | -0.2% | -4%
CN(c1ccccc1)S(=O)(=O)c1cccc(NC(=O)CN2CCc3ccccc3C2)c1
→ -20% | -1.4% | -7% | -1% | 1% | -1.1% | 1.9% | 0.5% | 34%
COCCOC(=O)c1c(C)oc2ccc(NS(=O)(=O)c3ccc(C(=O)O)cc3)cc12
→ -9% | -6.8% | -5% | 9% | 0% | 0.7% | 0.6% | 0.3% | 9%
CC(CCC(=O)O)C1CCC2C3C(O)CC4CC(O)CCC4(C)C3CC(O)C12C (centres undefined)
→ 13% | -4.0% | -7% | 1% | -1% | 0.4% | 2.5% | -0.1% | -17%[20 µM]
Cc1cc(=O)oc2cc(OCC(=O)N3CCN(C(=O)c4ccco4)CC3)ccc12
→ -24% | 7.2% | -7% | -2% | -5% | -0.5% | 3.5% | 0.1% | -9%
O=C(Oc1cccc(C(=S)N2CCOCC2)c1)c1cccc([N+](=O)[O-])c1
→ -20% | -1.6% | 0% | -9% | -6% | -0.1% | -0.7% | -0.2% | -13%[20 µM]
CCN(CC)CCNC(=O)c1ccc2c(=O)n(CCc3ccccc3)c(=O)[nH]c2c1
→ -18% | -3.9% | 0% | 14% | 17% | 1.6% | -2.5% | -0.1% | 10%
C=CCc1c(C)nc(SCc2nc3ccccc3c(=O)[nH]2)[nH]c1=O
→ -13% | 1.3% | -5% | 0% | 0% | 0.1% | -0.3% | 0.3% | -5%
CCNC(=O)COC(=O)c1ccc(NS(=O)(=O)c2ccc3c(c2)OCCO3)cc1
→ -1% | -2.4% | -4% | 8% | 2% | 0.4% | 1.8% | 0.5% | 25%
CC(=O)N1c2ccc(S(=O)(=O)N3CCC(C(=O)Nc4ccc(C)cn4)CC3)cc2CC1C (centres undefined)
→ -21% | -3.2% | -7% | 0% | -1% | -0.9% | 1.7% | 0.2% | -22%
Cc1cc(S(=O)(=O)NCC2CC2)c(Cl)cc1Cl
→ 1% | -2.5% | -1% | 9% | 14% | -0.2% | 0.6% | 0.4% | 7%
O=C(Cn1cccc1)Nc1ccc(OC(F)(F)F)cc1
→ -45% | 1.4% | -7% | -2% | -6% | -1.0% | 2.1% | -0.1% | -28%
COc1ccc2nc(SCC(=O)Nc3ccccc3)[nH]c2c1
→ 13% | 1.1% | -12% | -3% | 13% | -0.1% | -1.1% | 0.5% | -2%
CN(Cc1nnc(SCC(=O)NCCc2ccccc2)n1C)S(=O)(=O)c1ccccc1
→ nt | 9.7% | -5% | -12% | 18% | 0.5% | -1.0% | -0.2% | 14%
COc1ccccc1OCCC(=O)N1CCN(c2ccccc2OC)CC1
→ -2% | -2.1% | -9% | 0% | 11% | 0.0% | -0.3% | -0.1% | 10%
CC(C)N(Cc1ccccc1)C(=O)Cn1c(=O)cnc2ccccc21
→ -10% | 2.5% | -11% | 9% | -5% | -0.4% | -0.2% | -0.1% | 24%
CCOC(=O)c1sc(C)c2c1NC(C)(c1ccccc1)NC2=O (centres undefined)
→ -12% | -0.2% | 2% | 2% | 21% | 0.1% | 0.3% | 0.6% | 15%
CCOc1ccccc1N1CCN(C(=O)c2ccccc2)CC1
→ -12% | 0.7% | -3% | -4% | -9% | -0.1% | -0.1% | -0.1% | -1%
Cc1cc(S(=O)(=O)NCc2ccccc2)ccc1OCC(=O)NCc1cccnc1
→ -5% | 0.7% | -4% | 7% | 67% | -1.5% | 2.6% | -0.2% | 5%
CC(=O)c1c(CSc2ccccc2)oc2ccc(O)c(CN(C)C)c12
→ -14% | -5.2% | -10% | -3% | 9% | -0.4% | -1.3% | -0.1% | -4%
COc1ccc(CN(C)C(=O)c2cccc(Oc3ccccc3)c2)c(OC)c1OC
→ 10% | -1.8% | 0% | -3% | 6% | -1.2% | -1.0% | 0.2% | -12%
Cn1c(=O)c2c(nc(SCC(=O)c3ccccc3F)n2C)n(C)c1=O
→ -12% | nt | nt | 4% | -22% | 0.2% | -0.5% | -0.1% | -14%[20 µM]
CCCSc1nnc(Sc2nnnn2-c2ccccc2)s1
→ 24% | -1.6% | -22% | 2% | -1% | nt | 0.0% | 0.0% | -89%
CC(C)(C)NC(=O)CCSc1nnc(-c2ccco2)o1
→ -1% | 1.7% | -4% | -1% | 10% | 0.0% | -1.0% | 0.0% | -15%
Cc1ccc(C)c(S(=O)(=O)NNC(=O)Nc2ccccc2Cl)c1
→ -15% | 7.5% | 0% | -9% | -24% | 0.1% | -1.4% | 0.2% | -3%
CN(CC(=O)Nc1ccc(N2CCOCC2)cc1)CC(=O)Nc1cccc(C#N)c1
→ -8% | 1.5% | -6% | -4% | 12% | -0.4% | 1.5% | 0.1% | 11%
CCSc1n[nH]c(=O)[nH]c1=O
→ 2% | -1.3% | 2% | -6% | -6% | 0.7% | -2.8% | -0.2% | -8%
COC(=O)c1nn(-c2nc(-c3cccc(OC)c3)cc(C(F)(F)F)n2)cc1[N+](=O)[O-]
→ 11% | 9.4% | 5% | 14% | -7% | -0.9% | 1.2% | -0.3% | -21%
CCCc1ccc(C(C)NC(=S)NC2CCCCC2)cc1 (centres undefined)
→ -42% | 0.2% | 1% | -10% | 10% | 1.2% | 0.0% | -0.1% | 12%
O=C(CSc1nc2ccccc2[nH]1)NCCCn1ccnc1
→ -30% | -3.6% | -6% | 7% | 4% | -0.1% | 57% | 0.3% | -3%
O=C(NC1CCCC1)c1ccc([N+](=O)[O-])s1
→ -18% | -4.4% | -4% | -12% | -2% | -1.9% | 1.9% | -0.4% | 15%
CC(C)(C)OC(=O)N1CCCN(C(=O)c2ccc(Cl)cc2)CC1
→ -3% | 0.1% | 1% | 3% | -10% | 1.2% | 1.2% | -0.1% | 0%
COc1cc(OC)cc(OCC(O)Cn2ccnc2)c1 (centres undefined)
→ 4% | -4.4% | -4% | 2% | 3% | 0.1% | 2.9% | -0.2% | 1%
N#CNC(=Nc1cccc(Cl)c1)Oc1ccccc1
→ -10% | 5.1% | -1% | -4% | 0% | 0.3% | -0.1% | -0.2% | -14%
CCOC(=O)C1=C(C)NC(=O)NC1c1ccc(Br)o1 (centres undefined)
→ -11% | 4.8% | 5% | -5% | -4% | -0.6% | -0.5% | 0.1% | nt
CCOc1ccc(NC(=O)C2CC=CCC2C(=O)O)cc1 (centres undefined)
→ -18% | 3.1% | -3% | 3% | 3% | 0.5% | -1.5% | -0.1% | 9%

Not all compounds are listed, so the mix of outcomes need not match the whole.
